# MCL1 BIM primary – inhibitors of human MCL1 binding to BIM-BH3 peptide. inhibition, % at 10.9 µM. 0.68% of 320,000 active. Q07820. GST-MCL1 / FITC-Bim-BH3 fluorescence polarization. AID 2057;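 active = inhibition above the mean inhibition of all tested compounds plus 3 SD, set per campaign, cut at about 40% in these data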;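 also: 0% = DMSO wells and 100% = unlabeled Bim-BH3 peptide control; higher means more loss of mP so more displacement of Bim peptide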
# Target sequence (Q07820 whole entry, looked up): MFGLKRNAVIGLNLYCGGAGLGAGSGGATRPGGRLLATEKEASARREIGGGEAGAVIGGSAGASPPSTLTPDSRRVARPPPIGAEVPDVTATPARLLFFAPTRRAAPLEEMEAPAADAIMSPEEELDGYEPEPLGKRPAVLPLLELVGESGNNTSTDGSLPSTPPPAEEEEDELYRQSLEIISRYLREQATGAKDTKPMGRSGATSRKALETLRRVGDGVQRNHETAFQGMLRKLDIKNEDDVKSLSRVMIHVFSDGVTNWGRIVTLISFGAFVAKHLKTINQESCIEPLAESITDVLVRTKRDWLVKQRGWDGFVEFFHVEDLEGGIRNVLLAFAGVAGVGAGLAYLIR
# EBNA-1 inh – blocks EBNA-1 binding to DNA; EBNA-1 DNA binding, fluorescence polarization; 0.34% of 300,000 active; inhibition, % at 14.8 µM; in the data active = inhibition above about 28%
# GLD-1 RNA inh – GLD-1-TGE RNA interaction inhibition (C. elegans). purified GLD-1 + fluorescein TGE RNA, fluorescence polarization. inhibition, % at 5.96 µM. 0.44% of 320,000 active;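 active = percent inhibition above a per-plate cutoff, the plate mean of test compounds plus 3 SD, cut at about 30% in these data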;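 also: 0% = DMSO wells with GLD-1 and probe and 100% = wells lacking GLD-1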
# MEX-5 binding – C. elegans MEX-5 TCR-2 RNA binding activity. Q9XUB2. MEX-5/FITC-TCR2 RNA binding, fluorescence polarization; active compounds read low. activity score (negative = inhibition of binding), % at 10 µM. 0.38% of 300,000 active. AID 1832;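 active = inhibition past about -25% in most replicates, and total fluorescence under double the plate's negative control median, limit read from the data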;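 also: 0% = DMSO and -100% = 5 µM competing unlabeled TCR2 RNA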
# Fam108B counter – Fam108B inhibition, counter-screen for RBBP9 inhibitors | recombinant Fam108B, FP-Rh probe fluorescence polarization | inhibition, % at 9.51 µM | 0.33% of 300,000 active;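 active = inhibition above the screen mean inhibition plus 3 SD, computed separately per campaign, cut at about 18% in these data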;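 also: inhibitors lower polarization as less probe binds the enzyme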
# Yeast superoxide – yeast age-related superoxide inhibition as caloric restriction mimetic | AID 2690 | superoxide response (% of plate mean), % at 10 µM | 0.18% of 330,000 active | S. cerevisiae aged cells, superoxide DHE fluorescence; active compounds read low;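 active = superoxide response under a set limit, about three screen SD below normal, cut at about 65% in these data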;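 also: yeast aged for seven days with compound at 30 °C before DHE staining; 100% = average MFI of all compound-treated wells on the plate with controls excluded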
# Bcl-xL primary – Bcl-xL (human) inhibition. inhibition, % at 10.9 µM. GST-Bcl-xL / FITC-Bim BH3 peptide fluorescence polarization. 0.7% of 320,000 active. Q07817;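 active = inhibition above the mean of all tested compounds plus 3 SD, cutoff set per campaign, cut at about 30% in these data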;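 also: 0% = DMSO wells and 100% = unlabeled Bim-BH3 peptide competitor; inhibitors lower millipolarization by displacing the labeled peptide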
# Efflux pump mplx – inhibitors of Candida antifungal efflux pumps expressed in yeast; inhibition, % at 10 µM; AID 485275; 0.44% of 330,000 active; S. cerevisiae Candida pump triplex, Nile Red efflux;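 active = plate passing quality check with inhibition over a set limit, or well fluorescence over plate mean plus 4 SD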;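 also: Nile Red retained in pooled yeast measured as flow cytometry median fluorescence; 0% = buffer negative control and 100% = Enniatin B positive control; higher means more Nile Red kept so more efflux inhibition; some compounds called inactive have numbers as strong as hits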
# ZTA counter – ZTA (EBV) inhibition in EBNA-1 counter-screen | P03206 | ZTA-DNA binding, fluorescence polarization | AID 2234 | inhibition, % at 11 µM | 0.15% of 320,000 active; in the data active = inhibition above about 33%
# * hit, by the source's call.
cpd	canonical_smiles	MEX-5 binding	GLD-1 RNA inh	Bcl-xL primary	Yeast superoxide	EBNA-1 inh	Efflux pump mplx	Fam108B counter	MCL1 BIM primary	ZTA counter
1	CCC(CC)C(=O)Nc1cc(C)cc(C)c1	-0.2	-4	0	115	10	-0.1	1	1	1
2	CCOC(=O)C(C(=O)Nc1ccccn1)C1CCCCC1 (stereo not drawn)	2.2	6	-12	82	3	-0.1	3	-20	-24
3	Cc1cc(=O)oc2cc(OCC(=O)Nc3nnc(CC(C)C)s3)ccc12	-7.9	3	13	90	12	0.1	0	7	16
4	CCCCN1CCc2[nH]c(=S)[nH]c(=O)c2C1	-4.5	2	9	107	1	-0.1	2	6	-20
5	CCOc1ccc2oc(C(=O)NNC(=O)c3csc(N4CCOCC4)n3)c(C)c2c1	-8.1	0	6	98	-4	0.0	2	9	8
6	Cc1cnc(C(=O)OC(C)C(=O)Nc2ccccc2-c2ccccc2)cn1 (stereo not drawn)	0.3	4	-7	92	0	0.1	0	-9	1
7	CCOC(=O)C1CCCc2c1[nH]c1c(C(N)=O)cccc21 (stereo not drawn)	1.7	0	6	109	-3	0.2	9	2	7
8	CCOc1ccc(Cn2nnc(C(=O)Nc3ccc(OC)cc3OC)c2N)cc1	-0.5	-2	-5	97	-6	-0.3	-3	-3	9
9	O=C(Cn1cnc2c(nnn2-c2ccccc2)c1=O)N1CCOCC1	-1.7	-2	-7	107	-6	0.1	-5	-9	-15
10	CCC(=O)N1CCC2(CC1)Oc1ccc(Cl)cc1C(=O)C21CC(c2cccnc2)=NO1 (stereo not drawn)	0.3	0	4	105	-1	-0.2	-6	7	6

# Ordered by heavy-atom count (falling): part of the list above.
cpd	canonical_smiles	MEX-5 binding	GLD-1 RNA inh	Bcl-xL primary	Yeast superoxide	EBNA-1 inh	Efflux pump mplx	Fam108B counter	MCL1 BIM primary	ZTA counter
10	CCC(=O)N1CCC2(CC1)Oc1ccc(Cl)cc1C(=O)C21CC(c2cccnc2)=NO1 (stereo not drawn)	0.3	0	4	105	-1	-0.2	-6	7	6
2	CCOC(=O)C(C(=O)Nc1ccccn1)C1CCCCC1 (stereo not drawn)	2.2	6	-12	82	3	-0.1	3	-20	-24
4	CCCCN1CCc2[nH]c(=S)[nH]c(=O)c2C1	-4.5	2	9	107	1	-0.1	2	6	-20

# Some of these compounds in order of the MEX-5 binding value, descending:
No. | SMILES | MEX-5 binding | GLD-1 RNA inh | Bcl-xL primary | EBNA-1 inh | Efflux pump mplx | MCL1 BIM primary
2 | CCOC(=O)C(C(=O)Nc1ccccn1)C1CCCCC1 (stereo not drawn) | 2.2 | 6 | -12 | 3 | -0.1 | -20
6 | Cc1cnc(C(=O)OC(C)C(=O)Nc2ccccc2-c2ccccc2)cn1 (stereo not drawn) | 0.3 | 4 | -7 | 0 | 0.1 | -9
8 | CCOc1ccc(Cn2nnc(C(=O)Nc3ccc(OC)cc3OC)c2N)cc1 | -0.5 | -2 | -5 | -6 | -0.3 | -3
9 | O=C(Cn1cnc2c(nnn2-c2ccccc2)c1=O)N1CCOCC1 | -1.7 | -2 | -7 | -6 | 0.1 | -9
3 | Cc1cc(=O)oc2cc(OCC(=O)Nc3nnc(CC(C)C)s3)ccc12 | -7.9 | 3 | 13 | 12 | 0.1 | 7

# Two entries drawn at random from those above, as already listed:
cpd	canonical_smiles	MEX-5 binding	GLD-1 RNA inh	Bcl-xL primary	Yeast superoxide	EBNA-1 inh	Efflux pump mplx	Fam108B counter	MCL1 BIM primary	ZTA counter
4	CCCCN1CCc2[nH]c(=S)[nH]c(=O)c2C1	-4.5	2	9	107	1	-0.1	2	6	-20
2	CCOC(=O)C(C(=O)Nc1ccccn1)C1CCCCC1 (stereo not drawn)	2.2	6	-12	82	3	-0.1	3	-20	-24

# Bioassay records (PubChem BioAssay)
